CBFb RUNX1 block – qHTS Assay for Compounds Blocking the Interaction Between CBF-beta and RUNX1 for the Treatment of Acute Myeloid Leukemia. 230,000 tested, under 10 active. AID 1477, 2009. Potency, µM (highest dose often 59.8 µM), for the others: at the highest dose activity, negative = inhibition, hits mostly inhibitors. AlphaScreen CBFb-His/RUNX1-biotin binding, biochemical. Runt-related transcription factor 1 (Homo sapiens) + Core-binding factor subunit beta …; note: % of control where 0% means no effect
Target sequence (Q01196 whole entry, looked up): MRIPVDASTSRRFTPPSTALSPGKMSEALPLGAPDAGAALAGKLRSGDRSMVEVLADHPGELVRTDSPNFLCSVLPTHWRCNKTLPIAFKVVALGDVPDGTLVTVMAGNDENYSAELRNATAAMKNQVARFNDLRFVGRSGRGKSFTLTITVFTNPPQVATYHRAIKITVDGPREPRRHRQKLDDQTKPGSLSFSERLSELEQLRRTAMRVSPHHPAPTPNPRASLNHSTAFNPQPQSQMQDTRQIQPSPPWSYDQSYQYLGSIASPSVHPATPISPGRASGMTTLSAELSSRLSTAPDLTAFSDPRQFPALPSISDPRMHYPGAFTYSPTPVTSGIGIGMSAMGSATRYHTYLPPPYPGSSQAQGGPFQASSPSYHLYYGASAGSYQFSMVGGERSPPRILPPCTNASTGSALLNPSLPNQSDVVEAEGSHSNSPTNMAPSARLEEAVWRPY
Target sequence (Q13951 whole entry, looked up): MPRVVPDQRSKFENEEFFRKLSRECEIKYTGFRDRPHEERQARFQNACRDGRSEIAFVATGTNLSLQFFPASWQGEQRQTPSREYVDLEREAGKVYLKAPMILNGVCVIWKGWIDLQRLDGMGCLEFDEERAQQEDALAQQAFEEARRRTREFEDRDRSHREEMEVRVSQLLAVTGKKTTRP
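CBF-beta (His) and RUNX1 (biotin), 30 nM each; 20 min preassociation; + compound, 15 min; + beads 50 ng each (Ni, streptavidin), 90 min; RT; AlphaScreen read.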
aGal spleen mod – qHTS Assay for Inhibitors and Activators of Human alpha-Galactosidase From Spleen Homogenate | AID 2107, 2009 | Potency, µM (doses to about 80 µM), inactives show at the highest dose activity change, negative = inhibition, hits mostly inhibitors | human spleen homogenate, 4MU-alpha-Gal fluorescence, 40 min | 240,000 tested, 0.008% active | Alpha-galactosidase A (Homo sapiens), P06280;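 note: potency is the fitted concentration of half-maximal effect; 0% = enzyme with vehicle and -100% = no enzyme basal signal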
Target sequence (P06280 32-429 limits assumed): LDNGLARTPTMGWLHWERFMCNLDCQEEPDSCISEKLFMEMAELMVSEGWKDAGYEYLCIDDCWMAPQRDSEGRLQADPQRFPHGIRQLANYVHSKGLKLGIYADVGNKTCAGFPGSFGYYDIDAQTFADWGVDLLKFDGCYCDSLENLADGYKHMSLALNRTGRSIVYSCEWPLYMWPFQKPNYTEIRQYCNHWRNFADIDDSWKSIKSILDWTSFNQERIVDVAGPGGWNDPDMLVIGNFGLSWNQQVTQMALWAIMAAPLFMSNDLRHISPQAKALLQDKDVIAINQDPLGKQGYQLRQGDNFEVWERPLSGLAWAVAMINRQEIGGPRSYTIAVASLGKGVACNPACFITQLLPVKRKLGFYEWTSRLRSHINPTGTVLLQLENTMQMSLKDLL
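Human spleen homogenate (1 ug) was the enzyme source, with 4-methylumbelliferyl-alpha-D-galactopyranoside (1 mM final) in pH 5.0 citrate buffer with 0.01% Tween-20. Compounds were titrated; after 40 min at 37C, NaOH/glycine stop, 4-MU fluorescence read; AC50 from Hill fits.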
Epigenetic reg – Quantitative High-Throughput Screen for Regulators of Epigenetic Control; murine LDR cells, GFP reporter derepression, 30 h; Potency, µM (titrated, usually from 53.9 µM), without a hit: top-dose GFP activation, actives largely listed as activators; 280,000 tested, 0.2% active; AID 1865, 2009; note: potency is the fitted concentration of half-maximal effect; % of control where 0% means no effect; nearly all actives have a fitted effect of over 60% in size
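Murine LDR cells carrying a silenced, genomically integrated CMV-driven GFP reporter were exposed to compound for 30 hours at 37 C. After PBS washes, GFP-positive cells (20–120 um objects) were counted by laser-scanning microplate cytometry.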
IMPase Li inh – qHTS Assay for Identifying the Cell-Membrane Permeable IMPase Inhibitors: Potentiation with Lithium; CHO-M1 cells, IP1 TR-FRET (IP-One), carbachol + lithium; Potency, µM (highest dose often 59.4 µM), without a hit: at the top dose activity, negative = IMPase inhibition, hits mostly inhibitors; 210,000 tested, 0.35% active; AID 1457, 2008;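 note: IP1 builds up when IMPase is blocked and the TR-FRET signal falls; potency is the fitted concentration of half-maximal effect; plate controls were basal vehicle for no effect and high inhibitor control for full effect; nearly all actives have a fitted effect of over 50% in size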
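IP1 accumulation measured by competitive TR-FRET in lysed CHO-M1 cells after 30 min compound exposure at 37C, with a small lithium addition to potentiate weak responses. Hill-equation AC50 from ratio and donor-channel data.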
KinaseGlo FLuc – Counterscreen for Luciferase (Kinase-Glo TM) Inhibition; Potency, µM (highest dose often 38.3 µM), inactives show top-dose activity change, negative = inhibition, usual class: inhibitors; 200,000 tested, 0.28% active; Kinase-Glo luciferase, ATP luminescence, 8 min; note: potency is the fitted concentration of half-maximal effect; % is set by controls: 0 for no effect and ±100 for the full control effect; nearly all actives have a fitted effect of over 60% in size
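Substrate mix (final 50 mM imidazole pH 7.2, 50 mM KCl, 7 mM MgCl2, 10 uM ATP, 0.01% Tween 20, 0.05% BSA) plus pin-tool compound, then Kinase-Glo detection mix; 8 min ambient, luminescence read.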
NPSR antag – qHTS Assay for Antagonists of the Neuropeptide S Receptor: cAMP Signal Transduction; CHO-NPSR cells, cAMP TR-FRET, antagonist mode; AID 1461, 2008; Potency, µM (top dose mostly 38.3 µM), for the others: at the highest dose activity change, negative = inhibition, hits mostly inhibitors; 220,000 tested, 1% active; note: potency is the fitted concentration of half-maximal effect; % is set by controls: 0 for no effect and ±100 for the full control effect; nearly all actives have a fitted effect of over 50% in size; many of its hits are not listed in these tables
Lamin A splicing – qHTS Assay for Modulators of Lamin A Splicing; HeLa LMNA splicing GFP/RFP minigene ratio, 48 h; Potency, µM (titrated, usually from 46.1 µM), inactives show at the highest dose ratio change, negative = inhibition, hits mostly inhibitors; 200,000 tested, 0.01% active; active = well fitted inhibition curve with a large enough effect in the signal ratio, with a control signal flat, not every such curve was filed as active; inconclusive = small, poorly fitted or top-dose-only effect, or effect the other way, or a change in a side signal; the % refers to the signal ratio; note: potency is the fitted concentration of half-maximal effect; % is set by controls: 0 for no effect and ±100 for the full control effect
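S3 HeLa cells stably expressing lamin A-EGFP splicing minigene plus DsRed2, 600 cells/well, 48 h compound exposure at 37C. Laser-scanning cytometry; analysed as GFP (500-530 nm)/RFP (575-640 nm) total intensity ratio; 0.5% DMSO vehicle.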
* marks the source's active call; other numbers are inactive results; ? = inconclusive; . = not tested or not shown; & = joins results of further samples; [ ] = remark or other dose. Unless noted, calls come from the whole dose curve; as a rule, active = well fitted curve in the direction sought with a large enough effect; inconclusive = small, poorly fitted or top-dose-only effect, or another doubt; inactive = no such curve, though single readings can be large; an effect the other way counts as inactive or inconclusive.

smiles | CBFb RUNX1 block | aGal spleen mod | Epigenetic reg | IMPase Li inh | KinaseGlo FLuc | NPSR antag | Lamin A splicing
CCOC(=O)c1ccc(NC(=O)CSc2nc(C)nc3c2c(=O)n(C)c(=O)n3C)cc1 | 0.7% | 3.6% | -2.4% | 6.4%[38.3 µM] | -0.5% | -16.5%[46.1 µM] | -4.7%
Cc1ccc2[nH]c(-c3cccc(F)c3)cc(=O)c2c1 | -8.5%[89.1 µM] | 7.9%[119 µM] | 5.3%[96.6 µM] | -13.9%&8.0% | 0.5%[39.9 µM] | 4.0% | ?
CCCCCNS(=O)(=O)c1cc(C)ccc1OC | -1.2% | -18.9% | -1.8% | 5.5% | 3.2% | 9.1% | -5.1%
Cc1n[nH]c(C)c1Sc1ccccc1N=Cc1cc([N+](=O)[O-])ccc1O | 1.5% | 4.0% | -0.7% | 8.6%[38.3 µM] | -0.5% | 0.9%[46.1 µM] | 15.2%
Cc1nc(NCc2ccccc2)c2nc(-c3ccccc3)n(C3CCN(Cc4ccccc4)C3)c2n1 (centres undefined) | 6.7% | -0.6% | 6.4% | 6.3% | -1.4% | . | .
CC(C)OCc1c(C(=O)Nc2nccs2)oc2ccccc12 | 17.5% | -14.4% | 2.5% | 2.9% | 0.1% | -17.0% | .
CC1Cc2ccccc2N1C(=O)CNc1cccc(S(=O)(=O)N2CCCC2)c1 (centres undefined) | 0.5% | 0.7% | 1.5% | 4.2% | -1.4% | -14.5% | -18.5%[46 µM]
O=C(CCC1CCCN(C(=O)C2=CCCC2)C1)N1CCN(c2ccccn2)CC1 (centres undefined) | -3.1% | 1.2% | 1.1% | 10.2% | -4.5% | -4.3% | 2.8%[46 µM]
Oc1ccccc1CNn1cnnc1 | -0.9% | 3.0% | 5.1% | 2.2%[38.3 µM] | -2.4% | -5.4%[46.1 µM] | -0.7%
Cn1nnnc1SCC(=O)NNC(=O)c1ccc(Cl)cc1 | 2.7% | 0.0% | -5.1% | 2.5% | 4.0% | 17.3% | ?

smiles | CBFb RUNX1 block | aGal spleen mod | Epigenetic reg | IMPase Li inh | KinaseGlo FLuc | NPSR antag | Lamin A splicing
O=C(CN1CCN(c2ccc(O)cc2)CC1)NC1CCCc2ccccc21 (centres undefined) | -16.6% | -5.4% | 0.0% | -2.2% | 1.9% | -5.6% | ?
COc1ccc(Cl)c(Cn2c(NCC(C)O)nc3c2c(=O)n(C)c(=O)n3C)c1 (centres undefined) | 1.3% | 5.9% | -1.6% | 1.6%[38.3 µM] | 1.9% | 3.8%[46.1 µM] | ?
O=C(NC(=S)Nc1ccc(N2CCCCC2)cc1)c1ccco1 | -25.2% | 1.5% | -0.8% | 4.9%[38.3 µM] | -0.9% | -6.8%[46.1 µM] | 1.6%
O=C(O)c1ccccc1Nc1ccc([N+](=O)[O-])cc1 | -5.4% | -0.2% | 0.0% | -1.0% | -4.9% | -10.6% | ?
Cc1csc(NC(=O)C2COc3ccccc3O2)n1 (centres undefined) | 0.4% | -12.1% | -0.8% | 13.5%[38.3 µM] | -12.4% | -12.3%[46.1 µM] | -10.4%
NNC(=O)CNC(=O)C12CC3CC(CC(C3)C1)C2 | 5.4% | -1.1% | 2.3% | -0.6% | -1.4% | 22.9% | .
O=C(NC1CCCC1)c1ccc2nc[nH]c2c1 | 12.7% | 11.6% | -1.1% | 7.3%[38.3 µM] | 2.2% | -17.6%[46.1 µM] | -2.8%
CCOC(=O)N1CCN(C(=O)C2CC(=O)N(c3ccc(OC)cc3)C2c2ccc(OC)cc2)CC1 (centres undefined) | -0.3% | -0.5% | -0.8% | 1.6% | 5.5% | -10.3%[46.1 µM] | -3.9%
Cc1nc(C(=O)O)nn1-c1cc(Cl)ccc1Cl | 2.5% | -1.2% | -2.0% | -5.7% | 2.8% | 24.0% | -4.8%[46 µM]
CN(C)c1ccc(C(=O)c2ccc(N(C)C)c3ccccc23)cc1 | -22.3% | -1.0% | -1.2% | 9.1% | -2.6% | ? | ?

smiles | CBFb RUNX1 block | aGal spleen mod | Epigenetic reg | IMPase Li inh | KinaseGlo FLuc | NPSR antag | Lamin A splicing
C/C(N)=C(/C#N)C(=O)CSc1nc2ccccc2c(=O)n1-c1ccccc1C | 7.3% | -0.1% | 1.3% | 10.9% | 3.7% | -4.6% | 3.6%
CCCCCCCCCCCCC(=O)CCCCC(=O)O | 12.6% | 3.8% | 3.8% | -11.2% | . | 1.5% | .
Clc1ccccc1/C=N/c1cc(-c2ccccc2)nn1-c1ccccc1 | -2.8% | -1.2% | -1.3% | 3.1%[38.3 µM] | 0.1% | -9.0%[46.1 µM] | -1.8%
C=CC(COCc1ccccc1)N(Cc1ccc(OC)cc1)S(=O)(=O)c1ccccc1Br (centres undefined) | ? | 3.2%&6.0% | 0.0% | . | . | -21.5% | .
O=C(c1ccco1)N1CCC2(CC1)CCN(c1ccncc1)CC2 | . | -2.8% | . | 9.5% | -0.3% | . | .
O=C(CNc1ccccc1)N/N=C/c1ccc([N+](=O)[O-])cc1 | -10.8% | -0.4% | -1.1% | 1.6% | 4.9% | -1.6% | -9.3%
Cc1cc(C)nc(NS(=O)(=O)c2ccc(NS(=O)(=O)c3ccsc3)cc2)n1 | 16.0% | -1.1% | 2.1% | . | . | -2.4% | .
CCCCN(CC)Cc1ccc(CNC(=O)Nc2ccc(OCC)cc2)o1 | 2.4% | -1.7% | 7.0% | 37.4%[activator][38.3 µM] | 5.2% | 1.3%[46.1 µM] | -8.1%
CCc1ccc(C2c3[nH]c4ccccc4c3CCN2C(=O)c2ccc(=O)n(C)n2)cc1 (centres undefined) | ? | 4.2% | 1.5% | 15.3% | -0.1% | 51.5% | ?
O=C(CCCc1ccc(-c2ccccc2F)cc1)Nc1ccc(O)cc1 | -10.4% | 8.4% | 1.0% | 9.4% | -2.7% | . | .

smiles | CBFb RUNX1 block | aGal spleen mod | Epigenetic reg | IMPase Li inh | KinaseGlo FLuc | NPSR antag | Lamin A splicing
C=CCn1c(SCC(=O)c2ccc(F)cc2)nnc1-c1ccc2c(c1)OCO2 | -4.4% | 4.2% | 2.7% | 4.6% | -0.6% | -1.7% | .
Cc1c(NC(N)=O)c(=O)n(-c2ccccc2)n1C | -14.5% | -8.6% | 1.6% | 0.9% | -2.6% | 11.3% | .
O=c1[nH]c2ccccc2c(O)c1O | -20.4% | -3.7% | 4.7% | . | 0.5% | -19.5% | .
O=C(NCCO)C(F)(F)C(F)(F)C(F)(F)OC(F)(C(=O)NCCO)C(F)(F)F (centres undefined) | -2.8% | -13.6% | 0.8% | -8.7%[38.3 µM] | -1.5% | 4.5%[46.1 µM] | 2.3%
CCC(=O)N(CC(=O)Nc1sc(C)c(C)c1C(N)=O)Cc1ccc(F)cc1 | -0.3% | 1.0% | -1.5% | . | . | 7.7% | .
COc1ccc(OC)c(S(=O)(=O)Nc2cc(OC)c(Cl)cc2OC)c1 | 5.0% | -3.2% | 1.4% | -5.9%[38.3 µM] | -1.1% | ? | 16.3%
CN(C)S(=O)(=O)N1CCN(C(=O)c2cccs2)CC1 | 2.9% | -0.5% | -1.0% | 5.0%[38.3 µM] | -3.1% | -10.5%[46.1 µM] | 2.7%
Cc1cc2c(cc(C(=O)OCC(=O)NCc3cccs3)n2C(C)C)o1 | -6.3% | 3.6% | 0.0% | 15.6%[38.3 µM] | -3.1% | 27.0%[46.1 µM] | -18.9%
O=C(Cc1cccs1)NCc1cccc(F)c1 | 2.3% | -0.6% | -0.3% | 1.8% | . | 2.3% | .
O=C(C1Cc2ccccc2CN1S(=O)(=O)c1ccc(F)cc1)N1CCOCC1 (centres undefined) | 0.5% | -6.1% | 2.9% | 17.6%[38.3 µM] | 0.4% | 4.6%[46.1 µM] | 2.2%

smiles | CBFb RUNX1 block | aGal spleen mod | Epigenetic reg | IMPase Li inh | KinaseGlo FLuc | NPSR antag | Lamin A splicing
O=C(NCCc1nc2ccccc2[nH]1)/C(=C/c1ccco1)NC(=O)c1ccccc1Br | -4.8% | -0.3% | -1.8% | 0.4% | -1.9% | 7.7% | -0.2%
CCOC(=O)C1CCN(C(=O)C(C)Sc2ccc(Cl)cc2)CC1 (centres undefined) | 9.8% | 2.5% | -1.2% | 8.0% | 6.0% | -16.9%[46.1 µM] | -5.6%
Cc1cc(Cl)ccc1NC(=S)NCCCO | 0.1% | 8.6% | -0.9% | 4.1% | 0.1% | 11.5% | 16.1%
COc1ccccc1CNC(=O)c1ccc(NS(=O)(=O)c2c(C)noc2C)cc1 | 8.6% | 5.3% | -1.9% | -27.2%[38.3 µM] | -5.0% | -23.8%[46.1 µM] | 5.4%
CC1(C)CC(=O)C2=C(C1)N(CC1CCCO1)C(=O)NC2(C(F)(F)F)C(F)(F)F (centres undefined) | 9.5% | 4.6% | 2.4% | 0.6%[38.3 µM] | 0.8% | 4.7%[46.1 µM] | 0.8%
O=C(Nc1nncs1)c1cccc(S(=O)(=O)N2CCCCC2)c1 | -4.9% | 2.4% | -1.0% | 8.7% | 0.5% | -1.5%[46.1 µM] | -6.0%
CCOC(=O)C1CCN(C(=O)CSCCSCC(=O)N2CCC(C(=O)OCC)CC2)CC1 | -6.3% | 7.3% | 5.3% | -11.5%[38.3 µM] | -4.6% | -11.2%[46.1 µM] | 7.1%
COc1cc(C(N)=O)ccc1OCc1ccccc1 | 2.7% | -0.1% | -1.5% | -1.6%[38.3 µM] | 8.0% | -11.7%[46.1 µM] | 3.9%

Source: PubChem

Not all compounds are listed; rates above refer to the full screens.
